# Compound activity from PubChem.
# FID counter – counter-screen for HCV NS3 helicase inhibitors: DNA intercalator displacement | DNA fluorescent intercalator displacement, fluorescence | inhibition, % at 7.9 µM | 290,000 tested, 0.17% active; in the data active = inhibition above about 37%;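 also: 0% = vehicle and 100% = reference compound; higher means more ethidium bromide displaced from hairpin DNA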
# VIM-2 inhibitor – inhibitors of Pseudomonas aeruginosa VIM-2 metallo-beta-lactamase; AID 1527; 290,000 tested, 0.89% active; purified VIM-2, nitrocefin hydrolysis, epi-absorbance fluorescence; inhibition, % at 5.6 µM;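 active = inhibition above the mean of all tested compounds plus 3 SD, cutoff set per screening run, cut at about 7.5% in these data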;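 also: red hydrolysis product quenches plate fluorescence so inhibitors raise well fluorescence; 0% = enzyme with DMSO and 100% = DMSO without enzyme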
# IMP-1 inh – blocks Pseudomonas aeruginosa IMP-1 metallo-beta-lactamase | purified IMP-1, nitrocefin hydrolysis, epi-absorbance fluorescence | inhibition, % at 5.6 µM | 290,000 tested, 0.45% active;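 active = inhibition above the mean plus 3 SD of all compounds in the same screening run, cut at about 4.5% in these data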;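 also: 0% = IMP-1 with DMSO and 100% = DMSO wells lacking enzyme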
#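 Material – recombinant IMP-1 enzyme, purified · Amount – IMP-1 0.2 nM before substrate addition · Medium – HEPES buffer pH 7.1 with ZnSO4 and Brij 35 · Timing – 25 °C, 15 min preincubation, 25 min reaction · Measured by – plate fluorescence quenching by hydrolysis product, ex 480/em 530 nm · Read-out – percent enzyme inhibition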
# PfM18AAP inh – PfM18AAP enzyme inhibition. recombinant PfM18AAP, H-Glu-NHMec fluorogenic cleavage. inhibition, % at 7.35 µM. 290,000 tested, 1.2% active. AID 1822;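 active = inhibition above the campaign mean inhibition over all tested compounds plus 3 SD, cut at about 28% in these data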;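 also: 0% = plate median of test compound wells and 100% = 2 mM ZnCl2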
# IDE cell activ – activators of human insulin-degrading enzyme in cells; P14735; HEK cells, FAbeta-B cleavage, fluorescence polarization; 0% vehicle, 100% cell-free pure enzyme wells; activation, % at 5.96 µM; 340,000 tested, 0.073% active;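 active = activation above the mean of all tested compounds plus 3 SD, set per screening campaign, cut at about 17% in these data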
# p-CIP stab down – lowers stability of the mouse p/CIP coactivator protein. Q05BA5. F442A p/CIP-EGFP cells, EGFP fluorescence, 16 h. decrease of EGFP signal, % at 10 µM. 290,000 tested, 0.01% active. AID 1984;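 active = EGFP signal decrease of at least 30% at 10 µM or well 3 SD below plate mean, unless failing retest; inactive = the rest, including hits failing retest or dose response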; also: some compounds called inactive have numbers as strong as hits; many of its hits are not listed in these tables
# Target sequence (Q05BA5 1-1403): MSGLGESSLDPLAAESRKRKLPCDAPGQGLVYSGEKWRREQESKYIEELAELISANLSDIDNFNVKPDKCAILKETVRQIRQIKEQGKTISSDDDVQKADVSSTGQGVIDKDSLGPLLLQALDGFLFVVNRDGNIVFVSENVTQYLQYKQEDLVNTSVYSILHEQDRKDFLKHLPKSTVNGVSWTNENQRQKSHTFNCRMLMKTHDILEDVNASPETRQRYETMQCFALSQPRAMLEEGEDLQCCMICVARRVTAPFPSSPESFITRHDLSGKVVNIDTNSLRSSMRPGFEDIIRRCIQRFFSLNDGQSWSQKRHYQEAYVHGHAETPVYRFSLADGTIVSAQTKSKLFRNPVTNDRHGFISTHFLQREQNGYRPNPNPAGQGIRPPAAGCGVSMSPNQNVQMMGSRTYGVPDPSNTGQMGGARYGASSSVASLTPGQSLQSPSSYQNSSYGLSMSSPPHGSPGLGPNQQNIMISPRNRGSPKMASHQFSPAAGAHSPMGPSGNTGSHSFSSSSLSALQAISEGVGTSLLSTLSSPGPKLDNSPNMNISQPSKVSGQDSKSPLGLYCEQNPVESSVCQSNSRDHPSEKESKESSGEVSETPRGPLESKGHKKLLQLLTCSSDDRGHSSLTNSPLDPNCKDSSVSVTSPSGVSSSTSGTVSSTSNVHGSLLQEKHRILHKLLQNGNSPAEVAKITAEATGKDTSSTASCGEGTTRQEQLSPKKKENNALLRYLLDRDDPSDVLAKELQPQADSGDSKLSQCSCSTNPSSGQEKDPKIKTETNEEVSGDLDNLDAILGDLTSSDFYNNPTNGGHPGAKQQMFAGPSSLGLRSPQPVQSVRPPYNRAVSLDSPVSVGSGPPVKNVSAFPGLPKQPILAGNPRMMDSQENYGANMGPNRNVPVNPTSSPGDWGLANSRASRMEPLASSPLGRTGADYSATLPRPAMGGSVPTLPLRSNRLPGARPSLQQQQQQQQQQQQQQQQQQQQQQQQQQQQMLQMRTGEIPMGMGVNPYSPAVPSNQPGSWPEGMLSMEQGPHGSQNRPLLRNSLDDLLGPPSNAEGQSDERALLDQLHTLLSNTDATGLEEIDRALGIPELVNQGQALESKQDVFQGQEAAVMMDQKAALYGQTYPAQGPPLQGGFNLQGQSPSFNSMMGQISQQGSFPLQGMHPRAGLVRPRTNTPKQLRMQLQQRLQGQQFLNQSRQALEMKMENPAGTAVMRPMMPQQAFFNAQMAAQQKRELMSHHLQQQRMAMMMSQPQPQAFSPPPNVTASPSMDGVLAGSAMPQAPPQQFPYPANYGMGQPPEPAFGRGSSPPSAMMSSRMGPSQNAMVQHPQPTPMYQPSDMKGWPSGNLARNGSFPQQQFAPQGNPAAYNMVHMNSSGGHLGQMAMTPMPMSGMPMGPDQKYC
# HCV NS3 hel inh – blocks Hepatitis C virus NS3 helicase unwinding. NS3 helicase DNA unwinding, Cy5 molecular beacon fluorescence. inhibition, % at 10.9 µM. AID 1800. 290,000 tested, 0.56% active;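 active = inhibition above the mean of all tested compounds plus 3 SD, set per campaign, cut at about 35% in these data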;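 also: 0% = DMSO wells and 100% = thioflavine S control wells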
#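 System: HCV NS3 helicase fragment; control set: DMSO and thioflavine S; technique: Cy5 fluorescence at 0 and 60 min, beacon hairpin quenching; reagent: beacon DNA duplex substrate plus ATP; replicates: singlicate; schedule: 1 h reaction at 25 °C, ATP-initiated; medium: MOPS buffer pH 6.5 with MgCl2, DTT, Tween20, BSA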
# SUMO HTRF inh – blocks human SUMOylation mediated by UBC9. P63279. HTRF SUMOylation assay, SAE1/SAE2 + UBC9, in vitro. inhibition, % at 35 µM. 290,000 tested, 0.36% active. AID 2006; in the data active = inhibition above about 50%, passing the limit was not always enough; also: strong numbers were not always called active
# IDE cell inh – inhibitors of human insulin-degrading enzyme in cells; inhibition, % at 5.59 µM; 320,000 tested, 0.41% active; HEK cells, FAbetaB cleavage, fluorescence polarization;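 active = percent inhibition above the average of all tested compounds plus 3 SD, set per screening campaign, cut at about 16% in these data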;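 also: IDE supplied by intact live HEK cells; FP after avidin binding of uncleaved biotin substrate so inhibition keeps polarization high; 0% = DMSO wells and 100% = 60 µM reference IDE inhibitor Ii1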
# Starred values were filed as active, the others as inactive; / = no result given.
# Each structure is followed by: FID counter, VIM-2 inhibitor, IMP-1 inh, PfM18AAP inh, IDE cell activ, p-CIP stab down, HCV NS3 hel inh, SUMO HTRF inh, IDE cell inh
[1] CN(C)c1ccc(C=C2C(=O)OC(C)(C(C)(C)C)OC2=O)cc1 (stereo unspecified)
→ -6, -1.1, -1.9, -2, 4, -11, 2, 19, 4
[2] Cc1ccc(NC(=S)N/N=C/c2c(Cl)cccc2Cl)c(C)c1
→ -3, -3.2, -0.8, 10, -22, -11, -5, -5, 14
[3] O=C(NNC(=O)c1ccc(NC(=O)c2ccccc2)cc1)c1ccc(F)cc1
→ -2, -3.7, -2.8, 1, 0, -4, -5, 16, 3
[4] CC(=O)Nc1ccc(-c2nn[nH]n2)cc1Cl
→ -2, -2.6, -2.5, 4, 0, -6, 0, 1, -7
[5] COc1ccc(-c2nn(CC(=O)N3CCCCC3)c(=O)c3ccccc23)cc1
→ -4, -3.6, -1.4, -16, /, -5, 8, -27, 0
[6] COc1ccc(C(=O)NCC(=O)N/N=C/c2cccc(OC(=O)c3ccco3)c2)cc1OC
→ -29, -3.0, -3.3, 1, -3, -10, -4, -2, 2
[7] CCOC(=O)c1csc(-c2sccc2Br)n1
→ -10, -1.5, -2.1, 4, 9, 7, -2, 3, -1
[8] CC(C)OC(=O)CC12CN(C)CC(CC(=O)OC(C)C)(CN(C)C1)C2=O
→ -2, -2.4, -2.1, -8, 3, -16, 4, 17, -1
[9] CNC(=O)c1[nH]cnc1C(=O)NCC(=O)OCc1ccccc1
→ -16, -0.6, -1.8, 6, 5, -7, 8, 8, 2
[10] CO/N=C/c1cn(-c2ccc(Cl)cc2)nn1
→ -1, 0.1, 0.3, -1, 5, -1, 10, 0, 4
[11] Cc1ccccc1OC(C)C(=O)Nc1cccnc1 (stereo unspecified)
→ -4, -0.9, -0.5, -2, 6, -5, 3, 2, -5
[12] COc1cc(/C=N/N=C2/C(=O)Nc3ccccc32)ccc1O
→ -2, -4.2, -1.1, 17, 5, 9, 2, 3, -1
[13] O=C(/C=C/c1ccco1)N/C(=C\c1ccco1)C(=O)NCCc1nc2ccccc2[nH]1
→ -13, -3.7, -2.7, 2, -4, -14, 6, 36, 1
[14] COc1cc(C=O)c(Br)cc1OCC(=O)NCc1ccccc1
→ -2, -2.5, -4.3, 5, 3, 18, -11, 2, 3
[15] Cc1ccccc1NC(=O)CN(C)S(=O)(=O)c1cccs1
→ -2, -1.6, -1.5, -7, 3, -21, 2, 6, 0
[16] CCOC(=O)C1(CCCCCCOc2ccc(Cl)cc2)CO1 (stereo unspecified)
→ -13, -3.0, -2.8, 6, /, -20, -4, -10, -1
[17] Cc1ccccc1N1C(=O)c2ccccc2C1Nc1cccnc1 (stereo unspecified)
→ -3, -2.7, -2.1, -1, 5, -4, 4, 14, -1
[18] Cc1ccc(NC(=O)CCC(=O)c2ccc(Br)cc2)cc1
→ -10, -0.3, -2.2, 6, 4, 1, -4, -7, 2
[19] COc1ccc(/C(C#N)=C/c2c(-c3ccc(Cl)cc3)nc3c(C)cccn23)cc1
→ -3, -1.9, -4.2, 1, -2, -10, -3, 17, -3
[20] O=S(=O)(NCc1csc(-c2cccnc2)n1)c1ccc(F)cc1
→ -9, -0.7, -1.0, 2, 0, 7, 6, 17, 1

# Shown bar-delimited: part of the list above.
nr | canonical_smiles | FID counter | VIM-2 inhibitor | IMP-1 inh | PfM18AAP inh | IDE cell activ | p-CIP stab down | HCV NS3 hel inh | SUMO HTRF inh | IDE cell inh
4 | CC(=O)Nc1ccc(-c2nn[nH]n2)cc1Cl | -2 | -2.6 | -2.5 | 4 | 0 | -6 | 0 | 1 | -7
11 | Cc1ccccc1OC(C)C(=O)Nc1cccnc1 (stereo unspecified) | -4 | -0.9 | -0.5 | -2 | 6 | -5 | 3 | 2 | -5
5 | COc1ccc(-c2nn(CC(=O)N3CCCCC3)c(=O)c3ccccc23)cc1 | -4 | -3.6 | -1.4 | -16 | / | -5 | 8 | -27 | 0
8 | CC(C)OC(=O)CC12CN(C)CC(CC(=O)OC(C)C)(CN(C)C1)C2=O | -2 | -2.4 | -2.1 | -8 | 3 | -16 | 4 | 17 | -1
15 | Cc1ccccc1NC(=O)CN(C)S(=O)(=O)c1cccs1 | -2 | -1.6 | -1.5 | -7 | 3 | -21 | 2 | 6 | 0
14 | COc1cc(C=O)c(Br)cc1OCC(=O)NCc1ccccc1 | -2 | -2.5 | -4.3 | 5 | 3 | 18 | -11 | 2 | 3

# Additional results.
# Each structure is followed by: FID counter, VIM-2 inhibitor, IMP-1 inh, PfM18AAP inh, IDE cell activ, p-CIP stab down, HCV NS3 hel inh, SUMO HTRF inh, IDE cell inh
[21] CC(C)Cn1nc(NC(=O)C2CCCO2)c2cc3ccccc3nc21 (stereo unspecified)
→ -18, 0.7, -1.2, 0, 1, -11, -4, 20, -3
[22] Cc1cc(/C=C2/NC(=O)NC2=O)c(C)n1-c1cccnc1
→ -5, 1.0, -3.8, -6, 2, -3, -3, 7, 4
[23] C=CCOc1ccc(/C=C2\SC(N)=NC2=O)cc1OC
→ -10, 3.2, -3.2, 5, -1, -3, 10, 16, 9
[24] COc1ccc(C(=O)N/N=C(\C)CC(=O)Nc2ccc3c(c2)OCO3)cc1
→ -10, -2.5, -1.9, 8, 5, -3, -13, 16, 1
[25] CC(=O)Nc1ccc(NC(=O)COC(=O)c2c(C)nn(-c3ccccc3)c2C)cc1
→ -22, 0.9, -0.6, -4, 5, 1, -7, 11, 1
[26] COc1cc(OC)c(NC(=O)CCNS(=O)(=O)c2ccc3c(c2)oc(=O)n3C)cc1Cl
→ 2, -3.4, -4.0, -8, 9, -4, 2, 14, 7
[27] O=C(O)c1cccc(N2C(=O)c3ccc(Oc4ccc(Cl)cc4)cc3C2=O)c1
→ -30, 0.0, -0.7, 5, 4, -16, 16, 18, 3
[28] COc1cc(CN2CCN(CC3CC3)CC2CCO)cc(OC)c1 (stereo unspecified)
→ 5, -3.9, -3.1, -1, 2, -4, 13, 14, 9
[29] COc1ccc(O)c(/C=C2/SC(=S)N(Cc3ccccc3)C2=O)c1
→ -5, -1.4, -4.8, 42*, -6, -2, 12, -11, 14
[30] COc1ccc(CC(=O)Nc2nc(-c3ccncc3)cs2)cc1
→ -2, -3.0, 6.7*, 3, 6, 4, -7, 9, 2
[31] Cc1nn(S(=O)(=O)N2CCOCC2)c(C)c1Br
→ 6, -5.3, -3.6, 1, 0, -5, -1, 7, 3
[32] Cc1ncc(CO)c2cc(C(=O)Nc3cccc(F)c3)c(=Nc3cccc(C(N)=O)c3)oc12
→ -8, 4.4, 0.5, -18, 4, -24, -29, 14, -5
[33] CC1CCC(C(=O)NC(C(=O)NCCN2CCC(C)CC2)C(C)C)CC1 (stereo unspecified)
→ 15, -3.3, -4.4, 2, 5, 13, 8, -7, /
[34] CC(C)(C)NS(=O)(=O)c1ccc(NC(=O)C2CCCO2)cc1 (stereo unspecified)
→ -5, -2.8, -1.7, 7, 8, 29, 10, 0, 1
[35] O=C(C1CCCO1)N1CCc2ccccc21 (stereo unspecified)
→ -6, -2.5, -2.2, -5, 6, -6, 11, 6, 2
[36] CCCn1nnc(NC(=O)c2ccc(OC)cc2)n1
→ -1, -2.9, -3.5, -9, 0, 3, 3, 3, 3
[37] CC1CC2(CC(C)(C(=O)CSc3n[nH]c(-c4ccccc4Cl)n3)OC2=O)C(=O)O1 (stereo unspecified)
→ -7, -4.0, -4.3, 3, -2, -25, 2, 4, 6
[38] CCCCCCC(=O)NC(Nc1ccc(S(N)(=O)=O)cc1)C(Cl)(Cl)Cl (stereo unspecified)
→ -9, -3.2, -3.6, 1, -1, -28, 2, -1, -3
[39] O=C1CCC([N+](=O)[O-])C(c2ccccc2F)N1 (stereo unspecified)
→ -4, 0.2, -1.5, -10, -2, -8, -6, 12, -1
[40] O=C1CCN(CCCc2ccccc2)CCN1[C@H](CO)Cc1ccccc1
→ -5, -1.4, -1.7, 0, 5, -9, 4, 8, 1

# Arranged by molar mass (ascending): some entries from above
# Each structure is followed by: FID counter, VIM-2 inhibitor, IMP-1 inh, PfM18AAP inh, IDE cell activ, p-CIP stab down, HCV NS3 hel inh, SUMO HTRF inh, IDE cell inh
[33] CC1CCC(C(=O)NC(C(=O)NCCN2CCC(C)CC2)C(C)C)CC1 (stereo unspecified)
→ 15, -3.3, -4.4, 2, 5, 13, 8, -7, /
[27] O=C(O)c1cccc(N2C(=O)c3ccc(Oc4ccc(Cl)cc4)cc3C2=O)c1
→ -30, 0.0, -0.7, 5, 4, -16, 16, 18, 3
[32] Cc1ncc(CO)c2cc(C(=O)Nc3cccc(F)c3)c(=Nc3cccc(C(N)=O)c3)oc12
→ -8, 4.4, 0.5, -18, 4, -24, -29, 14, -5

# (more compounds)
# Each structure is followed by: FID counter, VIM-2 inhibitor, IMP-1 inh, PfM18AAP inh, IDE cell activ, p-CIP stab down, HCV NS3 hel inh, SUMO HTRF inh, IDE cell inh
[41] Cc1ccccc1N(CC(=O)N1CCN(c2ccccc2)CC1)S(C)(=O)=O
→ -18, -1.7, -4.5, 0, 1, -9, 1, 15, -4
[42] CCOC(=O)N1CCN(C(=O)CN(Cc2ccccc2)S(=O)(=O)c2ccc(OC)c(C)c2)CC1
→ -26, -6.1, -2.9, -12, 1, -8, -6, 6, 7
[43] COc1cccc(CNC(=O)c2ccc(S(=O)(=O)N3CCCC3)cc2)c1
→ -13, -1.4, -1.9, 5, -1, -11, -11, 4, 6
[44] Cc1cc(C)n2nc(SCC#N)nc2n1
→ -13, -4.7, 0.6, 0, 6, -9, 8, 4, -1
[45] COc1ccc(CCNC(=O)Cn2c(=O)n(-c3cc(F)ccc3F)c(=O)c3sccc32)cc1OC
→ -16, -2.4, -2.9, 1, -1, -16, 13, -1, 4
[46] CCOC(=O)N1CCN(CC(O)COc2ccccc2[N+](=O)[O-])CC1 (stereo unspecified)
→ -3, -5.1, -4.1, 1, 5, -4, -10, -1, 5
[47] Cc1nn(CC(=O)c2ccccc2)c(=O)c2nn(-c3ccccc3F)c(C)c12
→ -26, -5.2, -5.1, -1, 7, -7, 0, 5, 6
[48] CCCc1cc(=O)oc2cc(OC(C)C(=O)NCC3CCC(C(=O)O)CC3)c(Cl)cc12 (stereo unspecified)
→ -49, -2.3, -6.3, -1, 4, 4, 11, 10, 1
[49] Cc1nc2c3cc(F)ccc3n(Cc3ccccc3F)c2s1
→ -7, -2.5, -0.3, -5, -5, 12, 3, -22, 6
[50] Cc1cc(NC(=O)CCCN2C(=O)/C(=C\c3cccs3)SC2=S)no1
→ 4, -0.8, -4.1, -4, 1, -3, 7, 1, 0
[51] N#CCCn1cc(C(=O)N2CCCCC2)c(-c2cccc([N+](=O)[O-])c2)n1
→ -4, -3.8, -2.2, 2, 4, 4, -9, 5, 8
[52] O=C(NCc1ccco1)C(Cc1ccccc1)NS(=O)(=O)c1cccc2nsnc12 (stereo unspecified)
→ -3, -3.0, 1.2, 10, 4, -16, 5, 26, -3
